High-throughput results: PubChem BioAssay, several laboratories
Rac1 act GTP bind = human Rac1 activated mutant GTP binding change; P63000; GST-Rac1 activated beads, fluorescent GTP binding, flow cytometry; actives lie on both sides; 100% means binding = to untreated wells; percent activity (GTP binding), % at 10 µM; 190,000 compounds, 0.11% hits;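 active means GTP binding at least 20 percentage points away from the 100% baseline, in either direction, so actives lie on both sides; inconclusive means Compound likely fluorescent itself, or too few beads counted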
Mcl1 Bid PPI = Mcl-1/Bid interaction inhibition; Q07820; TR-FRET Mcl-1/Bid-Dy647 peptide binding, 1536-well; inhibition, % at 21.7 µM; 220,000 compounds, 0.97% hits; AID 1021;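 active means compounds that cut the binding signal by more than half at the single screening dose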;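 further: His-tagged Mcl-1 with europium anti-His antibody binding Bid BH3 peptide; 0% = Mcl-1 plus peptide wells and 100% = peptide-only wells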
Target sequence (Q07820 whole entry, looked up): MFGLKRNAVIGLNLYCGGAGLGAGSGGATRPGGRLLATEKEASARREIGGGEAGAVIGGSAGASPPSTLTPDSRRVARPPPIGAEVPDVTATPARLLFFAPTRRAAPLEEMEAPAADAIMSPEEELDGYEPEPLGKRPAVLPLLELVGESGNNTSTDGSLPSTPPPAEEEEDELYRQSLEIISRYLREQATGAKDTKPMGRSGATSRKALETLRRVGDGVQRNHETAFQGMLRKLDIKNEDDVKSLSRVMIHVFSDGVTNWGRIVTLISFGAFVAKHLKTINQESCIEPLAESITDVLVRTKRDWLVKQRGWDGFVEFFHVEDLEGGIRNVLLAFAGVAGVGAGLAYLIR
Rab7 wt modul = modulators of GTP binding to dog Rab7 wildtype GTPase | GST-Rab7 beads, fluorescent GTP binding, flow cytometry; actives lie on both sides; untreated = 100%, excess cold GTP = 0% | 190,000 compounds, 0.055% hits | GTP binding activity (percent of control), % at 10 µM;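 active means fluorescent GTP binding to Rab7 beads changed by at least 20 points from the 100% baseline, either direction, mostly lower; inconclusive means compound itself probably fluorescent, or too few beads counted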;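 further: median green fluorescence of bound Bodipy-FL-GTP per Rab7 bead population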
Mcl-1 Bim block = inhibitors of Bim-Mcl-1 interaction, human; inhibition, % at 10 µM; Q07820; Bead-based flow cytometry, Bim peptide-Mcl-1 binding; 190,000 compounds, 0.1% hits; AID 1009; in the data active means inhibition above about 40%;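 further: 0% = no compound tracer wells and 100% = peptide blocker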
Avidin bead fluor = avidin bead compound fluorescence profile; AID 1775; Avidin beads, compound fluorescence 488/530 nm, flow cytometry; hits give high values; 220,000 compounds, 0.38% hits; fluorescence (KMESF) at 10 µM; in the data active means fluorescence above about 47; further: inactives centre near 10
Cdc42 wt = human Cdc42 wildtype GTP binding change, either direction | GST-Cdc42 beads, Bodipy-GTP binding, flow cytometry; actives lie on both sides | percent activity (GTP binding), % at 10 µM | 190,000 compounds, 0.2% hits;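 active means percent activity GTP binding at least 20 points away from the 100% baseline, either down as inhibitor or up as activator; inconclusive means compound flagged as likely green fluorescent from well-wide comparison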;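 further: median bead fluorescence of bound Bodipy-FL-GTP at 100 nM; 0% = excess unlabeled GTP control and 100% = no compound control; below 100% means less GTP binding so inhibitor and above means activator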
Target sequence (P60953 whole entry, looked up): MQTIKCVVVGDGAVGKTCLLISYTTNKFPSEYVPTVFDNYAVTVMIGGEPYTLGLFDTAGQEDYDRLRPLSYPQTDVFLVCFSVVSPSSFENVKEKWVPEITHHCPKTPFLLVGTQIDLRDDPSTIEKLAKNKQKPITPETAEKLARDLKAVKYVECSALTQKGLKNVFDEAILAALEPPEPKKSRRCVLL
Rab2A wt mod = changes GTP binding to wildtype dog Rab2A, up or down | P61105 | GST-Rab2 wt beads, Bodipy-GTP binding, flow cytometry | GTP binding activity, % at 10 µM | 190,000 compounds, 0.19% hits;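 active means GTP binding activity at least 20 points away from 100%, either lowered or raised; inconclusive means signal likely due to the compound's own green fluorescence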;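 further: 0% = beads with excess unlabeled GTP and 100% = no-compound control corrected for plate trend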
Rac1 wt modul = modulators of human Rac1 wildtype GTP binding; P63000; GST-Rac1 beads, fluorescent GTP binding, flow cytometry; actives lie on both sides; 0 = cold GTP competed, 100 = untreated; GTP binding activity (% of control), % at 10 µM; 190,000 compounds, 0.27% hits;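 active means GTP binding activity at least 20 points away from the 100% control level, either lower or higher; inconclusive means compound flagged as likely green fluorescent, judged across all proteins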
Mcl1-Noxa inh = Mcl-1/Noxa interaction inhibition; TR-FRET Mcl-1/Noxa peptide binding, 2 h; inhibition, % at 21.7 µM; 220,000 compounds, 1.5% hits;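 active means compounds that cut the protein-peptide binding signal by more than 50% relative to plate controls in a single-dose test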;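 further: His-tagged Mcl-1 with rhodamine Noxa BH3 peptide and terbium anti-His antibody; 0% = Mcl-1 plus Noxa peptide wells and 100% = peptide-only wells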
HRas wt GTP = changes GTP binding to wildtype human HRas; GTP binding activity, % at 10 µM; GST-Ras wt beads, Bodipy-FL-GTP binding, flow cytometry; actives lie on both sides; P01112; 190,000 compounds, 0.14% hits;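 active means GTP binding activity at least 20% away from the 100% baseline, either lowered as inhibitor or raised as activator; inconclusive means flagged as likely green fluorescent, judged across all proteins in the well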;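 further: 0% = unlabeled GTP competition control and 100% = no-compound control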
Target sequence (P01112 whole entry, looked up): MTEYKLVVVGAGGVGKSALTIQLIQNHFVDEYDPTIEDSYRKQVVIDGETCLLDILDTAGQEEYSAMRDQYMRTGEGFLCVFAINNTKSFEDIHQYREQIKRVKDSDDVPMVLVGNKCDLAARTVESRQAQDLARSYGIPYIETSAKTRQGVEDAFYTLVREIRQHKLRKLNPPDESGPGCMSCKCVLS
Pf gamet viab = P. falciparum stage V gametocyte viability inhibition; inhibition, % at 10.9 µM; AID 743093; P. falciparum stage V gametocytes, ATP luminescence, 24 h; 150,000 compounds, 0.065% hits;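 active means inhibition above the mean plus 3 SD of compounds within the control limits, set per campaign, cut at about 38% in these data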;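 further: 0% = DMSO wells and 100% = medium only without gametocytes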
* = called active by the depositor; u = inconclusive; x = no result given.

SMILES	Rac1 act GTP bind	Mcl1 Bid PPI	Rab7 wt modul	Mcl-1 Bim block	Avidin bead fluor	Cdc42 wt	Rab2A wt mod	Rac1 wt modul	Mcl1-Noxa inh	HRas wt GTP	Pf gamet viab
COC(=O)CSc1ccc2nnc(CCNS(=O)(=O)c3ccc(C)cc3)n2n1	97	-4	99	-4	4	97	98	98	0	99	x
CC(C)N(Cc1ccccc1)C(=S)Nc1ccc(F)cc1	97	-20	109	1	10	99	100	103	-1	100	-13
Cc1ccsc1C1Nc2ccccc2C(=O)N1O (configuration not stated)	100	-69	102	-1	3	104	101	101	6	101	-28
COC(=O)Cn1c(CN(Cc2ccccc2)Cc2ccccc2)nc2c1c(=O)[nH]c(=O)n2C	99	10	102	-2	8	102	103	99	12	102	x
Cn1c(C(=O)N2CCN(C(=O)c3ccco3)CC2)cc2c(=O)n(C)c3ccccc3c21	99	-18	101	2	8	101	99	104	6	99	x
CCCNC(=O)N1CCN(Cc2ccco2)CC1	94	-43	92	2	7	94	94	93	-7	92	-1
Cn1c(CN2CCOCC2)nnc1SCc1ccc(C#N)cc1	98	-21	96	0	7	99	97	97	-13	94	x
CC(=O)C1=C(c2ccccc2)NC(=S)NC1c1ccc(O)c(O)c1 (configuration not stated)	97	-20	99	-8	11	96	94	98	52*	96	-2
Cc1cc(CCCCCCCCc2cc(C)cc(=O)o2)oc(=O)c1	96	11	98	-5	12	97	96	99	4	96	4
COc1ccc(-n2c(C)cc(=O)c3c2CC(C)(C)CC3=O)cc1	99	-53	96	-2	33	100	98	102	-3	99	-23
Cc1ccc(-n2nnnc2SCC(=O)Nc2cccc(NC(=O)c3ccco3)c2)cc1C	101	63*	103	-3	9	104	101	108	-9	102	-2
Cc1ccc(Oc2ccc(OCC(=O)NC(CC(C)C)C(=O)O)cc2)cc1 (configuration not stated)	84	-6	89	-2	11	88	85	90	7	88	-33
Cn1c2ccc(F)cc2c2ncn(CCCN(CCO)CCO)c(=O)c21	94	-104	100	-2	11	98	98	101	-34	99	14
CCN(CC)c1ccc(/C=c2\sc3nnc(-c4ccccc4Cl)n3c2=O)cc1	u	2	u	-17	28	u	u	u	-12	u	x
CCOC(=O)C1CCCN(S(=O)(=O)c2ccc(C)cc2)C1 (configuration not stated)	103	-1	99	-3	34	103	103	106	1	103	x
Cc1[nH]n(-c2nc(-c3cccc([N+](=O)[O-])c3)cs2)c(=O)c1C	93	-17	100	-1	3	95	96	100	6	99	-5
COC(=O)c1sc(N)c(C(=O)OC)c1COC(=O)[C@@H](NS(=O)(=O)c1cccc(Cl)c1)C(C)C	102	-18	103	0	2	97	102	102	6	104	-1
CCOc1ccc2[nH]c(=O)c(CN(CCN3CCCC3)C(=S)Nc3ccccc3OC)cc2c1	94	-33	98	0	21	97	97	96	4	96	x
COc1ccc(N(CC(=O)NN=C2CCCCCCC2)S(=O)(=O)c2ccccc2)cc1Cl	99	-24	100	1	6	99	101	105	-4	98	x
Cc1ccc(Cn2nc(C)c(NC(=O)C3CC3)c2C)cc1	99	-12	99	1	7	98	99	104	8	100	12
COc1ccc(C(=O)C[n+]2ccccc2/C=N/O)cc1	101	-29	99	-2	3	100	98	101	37	101	-18
O=C1c2ccccc2C(=O)N1CCc1nc2ccccc2c(=O)n1Cc1ccco1	100	-2	101	0	29	106	103	108	2	104	-11
Cn1c(=O)oc2cc(S(=O)(=O)Nc3ccc(Cl)cc3F)ccc21	101	-22	101	-3	19	106	99	104	-26	99	x
CCc1ccccc1N1C(=O)C2C3CC(=O)C(c4ccccc43)C2C1=O (configuration not stated)	94	-24	99	-3	10	93	94	94	2	97	-17
O=c1[nH]c(SCc2ccccc2Cl)nc2[nH]ncc12	94	-3	97	3	12	95	98	104	14	98	-13
Other entries follow:
SMILES	Rac1 act GTP bind	Mcl1 Bid PPI	Rab7 wt modul	Mcl-1 Bim block	Avidin bead fluor	Cdc42 wt	Rab2A wt mod	Rac1 wt modul	Mcl1-Noxa inh	HRas wt GTP	Pf gamet viab
CCOc1ccccc1NC(=O)c1cc(S(=O)(=O)N2CCC3(CC2)OCCO3)ccc1F	94	-9	98	-2	7	99	97	97	-9	100	-13
O=C(Cc1cccc2ccccc12)N/N=C/c1ccc(F)cc1	99	-37	103	1	6	104	101	106	10	102	x
C/C(=N\NC(=O)c1sccc1-n1cccc1)c1cccs1	94	-13	100	-3	11	97	102	96	-1	94	x
COc1ccc(OC)c(-n2c(-c3ccccc3)n[nH]c2=S)c1	97	-4	99	-2	4	99	99	99	16	98	5
COc1ccc(F)cc1S(=O)(=O)NC1CCCC1	96	-12	103	-4	8	100	100	100	-11	101	x
COc1cc(NC(=O)c2ccc(NS(=O)(=O)c3c(C)noc3C)cc2)cc(OC)c1	101	-15	101	14	11	101	98	103	-5	101	-16
COC(=O)c1ccc(OC(=O)CCN2C(=O)C3CCCCC3C2=O)cc1 (configuration not stated)	95	7	99	2	9	102	97	101	-10	97	19
CCCc1nnc(NC(=O)Nc2ccc(OC)cc2)s1	95	-20	97	0	11	96	96	100	14	99	9
CNC(=O)c1ccccc1Sc1ccccc1C#N	95	12	100	-7	15	94	93	93	3	96	6
CCOc1cc(NC(=O)c2ccccn2)c(OCC)cc1NC(=O)c1ccc(OC)cc1	97	-15	104	-3	14	98	100	100	29	102	20
CCCCn1c(SCC(=O)NC2CCS(=O)(=O)C2)nc2cc(S(N)(=O)=O)ccc21 (configuration not stated)	94	-11	99	0	13	94	97	96	-3	95	2
CCCCOC(=O)c1ccc(O)cc1	98	-4	98	-2	10	102	101	103	-12	98	7
O=C(COC(=O)c1ccccc1)Nc1ccccc1Sc1ccccc1	98	2	98	-5	10	100	100	101	15	99	5
CCOC(=O)Cc1cc(-c2ccccc2)nc2ccc3ccccc3c12	93	2	95	-1	11	95	94	92	x	95	x
COc1ccc(C(=O)NCC(=O)OCC(=O)c2ccc3c(c2)OCCO3)cc1	97	-39	100	-4	13	105	100	100	-14	102	25
CC(C)(O)c1cn(-c2nonc2N)nn1	100	-9	98	0	43	103	98	107	-6	101	x
Cc1ccc(Cn2nnc3c(=O)n(CC(=O)N4CCCc5ccccc54)cnc32)cc1	101	-4	99	-1	5	100	97	104	4	103	x
CCOc1cc(CNCc2cccs2)cc(Br)c1OC	99	-12	100	0	13	103	102	102	25	103	x
Fc1cccc(Nc2ncnc3sc4c(c23)CCC4)c1	99	7	104	-4	6	100	97	106	23	99	9
CCCCCC(=O)NC(=S)Nc1ccc(N2CCOCC2)cc1	100	-73	96	-6	9	99	101	98	13	98	-6
CCC(=O)N1c2ccccc2NC2=C(C(=O)CCC2)C1c1ccco1 (configuration not stated)	98	-3	96	0	16	103	101	99	-9	97	x
CCN(CC)S(=O)(=O)c1cc(NC(=O)CSc2nccn2C)ccc1C	98	-28	98	1	7	94	99	98	4	96	x
COc1ccc(C(c2sc3nc(C)nn3c2O)N2CCC(O)CC2)cc1OC (configuration not stated)	99	13	103	2	9	100	100	105	20	102	x
CC(C)C1Nc2ccc(S(N)(=O)=O)cc2C2C=CCC21 (configuration not stated)	94	-39	98	0	15	101	100	101	42	100	x
O=C(COC(=O)C1CCN(S(=O)(=O)c2ccc3c(c2)OCCO3)CC1)Nc1cccc2ccccc12	96	-10	99	-7	25	100	95	100	-5	99	x
Next part
SMILES	Rac1 act GTP bind	Mcl1 Bid PPI	Rab7 wt modul	Mcl-1 Bim block	Avidin bead fluor	Cdc42 wt	Rab2A wt mod	Rac1 wt modul	Mcl1-Noxa inh	HRas wt GTP	Pf gamet viab
CN(C)C(=O)/C(=C\c1cccc(Oc2ccccc2)c1)NC(=O)c1ccccc1	99	5	101	0	16	102	100	106	5	101	-21
Cc1cc(Br)cc2c1NC(=O)C2(O)CC(=O)c1ccco1 (configuration not stated)	98	-40	97	-3	12	98	97	100	-4	97	x
COc1ccc(CN2CCN(S(=O)(=O)c3ccc(F)cc3)CC2)c(OC)c1OC	103	27	103	-2	9	106	100	109	-2	101	-40
CN(C)S(=O)(=O)c1ccc2c(c1)C(CC(=O)O)OC2=O (configuration not stated)	97	0	97	-3	10	100	98	100	16	100	-4
CS(=O)(=O)N(CC(=O)N1CCN(c2ccccc2F)CC1)c1ccc2c(c1)OCCO2	98	-16	98	1	13	100	98	100	4	97	x
CC1OC2(OC1C)C(=O)Nc1ccccc12 (configuration not stated)	97	-19	97	-2	5	98	97	101	2	98	x
CCOc1ccc(OCC)c(S(=O)(=O)NCCOC23CC4CC(CC(C4)C2)C3)c1	99	1	95	-3	1	101	99	101	2	98	x
CC1(C)CC(CC(=O)O)CC(C)(C)N1	96	13	102	0	17	101	104	103	0	100	-14
Cn1nc(C(F)(F)F)c(C(=O)Nc2ccc(Cl)cc2)c1Cl	97	-8	102	-7	21	100	101	106	1	101	9
COc1cc(NC(=O)CN2C(=O)NC(C)(c3ccc4ccccc4c3)C2=O)c(C)cc1[N+](=O)[O-] (configuration not stated)	95	-13	88	-1	5	94	94	95	15	94	-13
CCCC[C@H](CN(N=O)[C@@H](Cc1ccccc1)CN(C)N=O)N(CCc1ccccc1)N=O	94	-3	103	0	5	96	97	97	-12	96	x
COc1ccccc1C(c1nnnn1C(C)(C)C)N1CCN(Cc2ccccc2)CC1 (configuration not stated)	100	30	102	-1	21	102	99	103	17	100	18
CCOC(=O)C1CCN(C(c2cc3ccc(C)c(C)c3[nH]c2=O)c2nnnn2C2CCCCC2)CC1 (configuration not stated)	92	12	94	0	6	95	95	92	-11	94	-14
Cc1c(NC(=O)c2noc(C(C)C)c2[N+](=O)[O-])c(=O)n(-c2ccccc2)n1C	100	-21	105	1	9	103	105	106	16	102	x
CC(SCc1cn2cc(Cl)ccc2n1)C(=O)O (configuration not stated)	102	-22	103	0	11	104	105	105	14	106	x
O=C(Cc1ccccc1)NN1C(=O)/C(=C/c2ccccc2C(=O)O)SC1=S	89	-18	93	0	8	86	85	84	13	88	14
CC(=O)N/C(=N/c1nc(C)cc(C)n1)Nc1ccc(NC(C)=O)cc1	93	-16	96	0	16	94	97	91	16	96	-15
CCCNc1c(F)c(F)c2c(C)c3ccccc3nc2c1F	u	-75	u	1	10	u	u	u	-20	u	x
COc1cc(OC)cc(C(=O)NCCSC2CCCCC2)c1	94	-16	104	0	8	99	92	87	-2	94	4

Already shown: two of the compounds above.
SMILES	Rac1 act GTP bind	Mcl1 Bid PPI	Rab7 wt modul	Mcl-1 Bim block	Avidin bead fluor	Cdc42 wt	Rab2A wt mod	Rac1 wt modul	Mcl1-Noxa inh	HRas wt GTP	Pf gamet viab
CCCNc1c(F)c(F)c2c(C)c3ccccc3nc2c1F	u	-75	u	1	10	u	u	u	-20	u	x
COc1cc(OC)cc(C(=O)NCCSC2CCCCC2)c1	94	-16	104	0	8	99	92	87	-2	94	4
